sEH activator: soluble epoxide hydrolase activators, primary screen, biochemical, human sEH. Bifunctional epoxide hydrolase 2 (Homo sapiens), P34913. purified human sEH enzymatic activity, activator screen. activation, % at 2 µM. 91,000 tested, 0.04% active; in the data active = activation above about 37%; note: values of inactives mirror those of a sister screen read the other way
Target sequence (P34913 whole entry, looked up): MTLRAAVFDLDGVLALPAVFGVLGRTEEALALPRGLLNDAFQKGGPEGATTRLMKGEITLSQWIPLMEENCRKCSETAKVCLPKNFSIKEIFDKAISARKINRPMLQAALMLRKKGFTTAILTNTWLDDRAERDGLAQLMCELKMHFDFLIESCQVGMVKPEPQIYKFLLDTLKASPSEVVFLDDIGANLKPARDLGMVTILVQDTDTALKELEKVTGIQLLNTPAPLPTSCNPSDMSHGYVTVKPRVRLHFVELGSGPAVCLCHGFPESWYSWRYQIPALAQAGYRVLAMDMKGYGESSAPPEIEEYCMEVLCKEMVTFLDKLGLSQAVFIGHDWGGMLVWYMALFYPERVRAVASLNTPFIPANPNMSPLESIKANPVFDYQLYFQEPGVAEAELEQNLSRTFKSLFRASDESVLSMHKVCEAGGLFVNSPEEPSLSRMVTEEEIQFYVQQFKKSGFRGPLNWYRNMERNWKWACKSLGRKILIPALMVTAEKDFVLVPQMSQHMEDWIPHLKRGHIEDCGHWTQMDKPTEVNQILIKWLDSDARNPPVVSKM
* hit, by the source's call.

sEH activator,SMILES
6,CCOC(=O)C(=CNc1cccc(C)c1C)C(=O)OCC
0,Cn1cnnc1SCC(=O)Nc1ccc(Br)cc1F
11,CCOC(=O)/C(C#N)=C\c1ccc2c(c1)OCO2
-4,COc1cccc(/C(O)=C2/C(=O)C(=O)N(CCN3CCOCC3)C2c2cccnc2)c1 (configuration not stated)
8,O=C1N/C(=N/NC(=O)c2cccc3ccccc23)S/C1=C\c1ccccc1OCc1ccccc1
-2,CCOC(=O)c1cc(C(=O)OCC)c2ccccn2c1=O
-1,Nc1cc(=O)[nH]c(SCC(=O)N2CCc3ccccc3C2)n1
-3,Clc1ccc(-c2nnc(-c3ccccc3)nc2N2CCSCC2)cc1
15,O=C(NC1CC1)c1cc(Cl)ccc1[N+](=O)[O-]
1,COc1cccc(-c2nc(-c3ccccc3)[nH]c(=O)c2C#N)c1
-59,CC1C/C(=N/NC(=O)c2cccs2)CC(C)(C)C1 (configuration not stated)
-2,CCOC(=O)C1CCN(C(=O)c2ccccc2NC(C)=O)CC1
17,CCCOc1ccc(-c2nc(N)n[nH]2)cc1
13,CCCc1ccc(-c2cc(C(=O)NN3CCOCC3)c3ccccc3n2)cc1
9,CCC(NC(=O)c1ccc([N+](=O)[O-])cc1[N+](=O)[O-])c1ccccc1 (configuration not stated)
6,COc1ccc(C2=NN(C(=O)c3cccc([N+](=O)[O-])c3)C(c3cccc([N+](=O)[O-])c3)C2)cc1 (configuration not stated)
9,CC(C)C(OC(=O)c1ccco1)C(=O)NCc1cccs1 (configuration not stated)
15,Cc1ccc2nc(NC(=O)Cn3cc4c(n3)CCCCC4)sc2c1
-10,COc1ccc(OC)c2c1C(=O)c1ccccc1C2=O
-6,CN1CCC(=NNC(=O)CSCc2ccccc2)CC1
-17,O=C(CSc1nc2ccc(Cl)cc2[nH]1)c1ccc2c(c1)OCO2
-1,CCC(=O)NCc1c(Cl)cccc1-n1cccc1
2,Cc1ccc(S(=O)(=O)n2c(CN3CCCC(C)C3)nc3ccccc32)cc1 (configuration not stated)
4,CN(C)C(=O)c1ccccc1Sc1ccc(Cl)cc1Cl
-5,COc1cccc(NC(=S)NNC(=O)c2c([N+](=O)[O-])c(C)nn2C)c1
-7,O=C(Nc1ccnc(-c2cccnc2)n1)c1cccc(Cl)c1Cl
-1,O=C(NN=C1CCCCCC1)c1cc(-c2ccccc2)nc2ccccc12
-5,CNc1ncc(C(=O)c2ccccc2)s1
15,O=C(O)CC(NCc1ccco1)C(=O)OCC1CCCO1 (configuration not stated)
-6,COC(=O)c1ccc(SCc2cnc(Cl)s2)cc1
1,COc1cccc(/C=N/NC(=O)CSc2nnc(C)n2-c2ccccc2)c1O
-4,CCOC(=O)c1cc(-c2ccccc2)sc1NC(=S)Nc1cc(C)ccn1
5,O=c1cc(/C=C/c2ccccc2)oc2ccccc12
7,COc1ccc(/C=C(\NC(=O)c2ccccc2)C(=O)N/N=C/c2ccncc2)cc1
0,COc1cc(NC(=O)c2cccs2)c(C(=O)OCC(=O)NC(C)c2ccccc2)cc1OC (configuration not stated)
15,O=C(NCCCn1ccnc1)c1cc(-c2ccc3c(c2)OCO3)on1
0,S=C(NCc1ccco1)N1CCN(C(c2ccccc2)c2ccccc2)CC1
16,COc1cccc(/C=N/NC(=O)c2c(-c3ccccc3)noc2C)c1O
-4,O=C(Nc1cccc(F)c1)OC(CN1CCCCC1)C(F)(F)F (configuration not stated)
0,Cc1ccc(N2CCN(C(=O)c3ccccc3NC(=O)/C=C\C(=O)O)CC2)cc1
3,COc1cc(-c2nc3c(c(C)nn3-c3ccccc3)c3cc(OC)c(OC)cc23)ccc1O
-12,Cc1onc(-c2ccccc2Cl)c1C(=O)Nc1ccc(-c2cn3cccnc3n2)cc1
9,Cc1ccc(OCC(=O)N/N=C/c2cn[nH]c2-c2ccc(Cl)c(Cl)c2)cc1
2,CC1(C)CC(=O)C2=C(C1)NC(SCC(N)=O)=C(C#N)C21CCCCC1
-1,O=C(Nc1cnc2sccn2c1=O)c1ccc(Cl)cc1Cl
1,NC(=O)c1ccc(-n2nnnc2SCC(=O)Nc2ccccc2-c2ccccc2)cc1
-7,O=C(NCc1ccc2c(c1)OCO2)C1CCCN(C(=O)c2ccc(Cl)cc2)C1 (configuration not stated)
-3,Cc1cc(N=Cc2cc(Br)ccc2O)no1
-6,O=C(CSc1nc2ccccc2o1)Nc1nncs1
1,CC1=C/C(=N\OS(=O)(=O)c2ccccc2)C(C)=CC1=O

(cont.)
sEH activator,SMILES
0,COc1ccc2c(c1)c(C(=O)CN1CCC(C(N)=O)CC1)c(C)n2C
2,O=C(Nc1ccc(N=Nc2ccccc2)cc1)c1cccc(Cl)c1
-5,Cc1ccc(C(=O)NC(NC(=O)c2ccc(C)cc2)C(Cl)Cl)cc1
-35,O=C(NNc1ccc([N+](=O)[O-])cc1)C12CC3CC(CC(C3)C1)C2
5,CCCCSc1ccc2nc(-c3ccc(C#N)cc3)cn2c1
12,Cc1c(C(=O)N2CCOCC2)oc2ccc(S(=O)(=O)N3CCCC3)cc12
22,O=C(NCCN1CCOCC1)c1ccc(Cl)cc1[N+](=O)[O-]
5,Cc1ccc(S(=O)(=O)NC(=O)Nc2nnc(C3CC3)s2)cc1
-13,CCCn1nc2cc(C(=O)NCc3ccc4c(c3)OCO4)ccc2c1OCC
-17,COc1cc(NC(=O)c2ncn[nH]2)cc(OC)c1OC
12,O=c1[nH]c2ccc(NC(=S)Nc3ccc(Cl)cc3Cl)cc2[nH]1
0,CCCCNC(=O)c1onc(CSc2cccc(F)c2)c1C(=O)O
-4,CCOC(=O)N1CCN(c2c(NCCc3ccccc3)c(=O)c2=O)CC1
-83,Cc1ccc(SCCC(=O)NCCSCc2ccccc2C)cc1
7,Nc1c(S(=O)(=O)c2ccccc2)cnc2c(-c3ccc(F)cc3)cnn12
17,COc1ccc(/C=N/NC(=O)Nc2cccc3nsnc23)c(OC)c1
-1,O=C(CCCNC(=O)/C(=C\c1ccccc1F)NC(=O)c1ccccc1)OCc1ccccc1
8,CN(C)c1ccc(/C=C2/C(=O)N(c3ccc([N+](=O)[O-])cc3)N=C2N2CCOCC2)cc1
10,Nn1c(SCC(=O)NC(=O)NCc2ccco2)nnc1-c1ccc(OC(F)F)cc1
-9,CC(C)c1ccc2nc3sc(C(=O)N4CCc5ccccc5C4)c(N)c3cc2c1
1,COC(=O)c1c(-n2c(C)cc(C=O)c2C)sc2c1CCCC2
-7,Cc1cccc(NC2(C(F)(F)F)N=C(c3ccccc3)NC2=O)n1 (configuration not stated)
5,CCc1ccc(NC(=S)NC2CC3CCC(C2)N3Cc2ccco2)cc1 (configuration not stated)
7,N#CCSc1nnc(Nc2ccccc2)s1
-3,COc1cccc(C(=O)Nc2cc([N+](=O)[O-])ccc2N2CCN(C)CC2)c1

Part of the list above in order of length of the SMILES, ascending:
sEH activator,SMILES
0,CCCCNC(=O)c1onc(CSc2cccc(F)c2)c1C(=O)O
2,O=C(Nc1ccc(N=Nc2ccccc2)cc1)c1cccc(Cl)c1
5,CCc1ccc(NC(=S)NC2CC3CCC(C2)N3Cc2ccco2)cc1 (configuration not stated)

Further results:
sEH activator,SMILES
-4,O=C(CNC(=O)Cc1ccccc1)NCC(=O)OCc1ccccc1
6,COCCn1c(=O)[nH]c2cc(C(=O)NCCN3CCN(c4cccc(Cl)c4)CC3)ccc2c1=O
3,CCOC(=O)C(NC(C)=O)C(OC(C)=O)c1cccc([N+](=O)[O-])c1 (configuration not stated)
3,CCN(CC)c1ccc2cc(-c3nnc(-c4ccncc4)o3)c(=O)oc2c1
4,COc1cc(C)ccc1OCCOc1cc(C)ccc1Cl
-5,O=C(CN1CCN(S(=O)(=O)c2ccccc2)CC1)Nc1ccc(Cl)c(Cl)c1
-23,C/C(=N/OCC(=O)Nc1ccc(C)cc1C)c1cccs1
22,NC(=O)C1CCN(c2ccc(C(F)(F)F)cc2[N+](=O)[O-])CC1
6,COC(=O)C(N)Cc1ccc(O)cc1 (configuration not stated)
-8,CC(O)CN(CCC(N)=O)CCC(N)=O (configuration not stated)
3,Cc1cccc(CS(=O)(=O)Cc2ccc(C(=O)NCC3CCCO3)o2)c1 (configuration not stated)
0,CN(Cc1cccs1)c1ncnc2sccc12
-6,O=S(=O)(c1ccc(-c2nnc(SCc3nnc(-c4ccccc4)o3)o2)cc1)N1CCCC1
1,Cc1ccccc1C(=O)NNC(=O)C(C)N1C(=O)c2ccccc2C1=O (configuration not stated)
10,O=C(Nc1ccc2c(c1)OCCO2)c1cccc2nc3ccccc3nc12
-9,COC(=O)c1ccc(Cl)c(NC(C)=O)c1
0,COc1ccc(C(=O)Nc2nc(-c3ccc(OC)cc3)c(-c3ccc([N+](=O)[O-])cc3)s2)cc1
4,N#C/C(=C\c1ccc(N2CCOCC2)o1)c1ccccc1
-8,Cc1cccc(OCCCSc2nc3ccccc3[nH]2)c1
2,CCC(=O)Nc1ccc(/C(C)=N\NS(=O)(=O)c2ccc(C)cc2)cc1
-56,O=C(CCC1CCCCC1)Nc1ccc(S(=O)(=O)Nc2nccs2)cc1
1,CCn1c(SCC(=O)Nc2nccs2)nnc1-c1ccc(S(=O)(=O)N2CCCCCC2)cc1
16,CC(C)OC(=O)/C(=C\c1ccc2c(c1)c1ccccc1n2C)NC(=O)c1ccccc1
2,Cc1cc(C)c(S(=O)(=O)c2ccccc2C)c(Cl)n1
7,Nc1nc(NCc2ccccc2)nc(Nc2cccc(F)c2)c1[N+](=O)[O-]
18,CCN1C(=O)C(CC(=O)Nc2ccc(OC)cc2)N(Cc2cccnc2)C1=S (configuration not stated)
-2,COc1ccc(C(=O)O/N=C(\C)c2ccccc2)cc1
-26,Cc1cccc(NC(=O)CSc2nc3ccc(NC(=O)CSc4nnnn4-c4ccccc4)cc3s2)c1C
10,O=C(CC(c1ccccc1)c1ccccc1O)NCc1ccco1 (configuration not stated)
16,O=C(c1cc(-c2ccccn2)nc2ccc(Br)cc12)N1CCc2ccccc2C1
8,O=c1cc(N2CCN(c3cccc(Cl)c3)CC2)[nH]c(=O)n1C1CCCCC1
3,N=C1/C(=C/c2cccs2)C(=O)N=C2SN=C(SCc3ccccc3)N12
-4,COc1cc2c(cc1NC(=O)COc1ccccc1OC)oc1ccccc12
7,O=C(ON=C1CCN(S(=O)(=O)c2ccccc2)CC1)c1ccccc1
1,CCOC(=O)CC(NC(=O)c1ccco1)c1ccccc1Cl (configuration not stated)
14,O=C(CC1Oc2ccccc2NC1=O)NCCCN1CCN(C2CCCCC2)CC1 (configuration not stated)
6,c1ccc(-c2nnc(SCc3nc4ccccc4[nH]3)o2)cc1
9,Cc1ccc2nc(Cl)c(CN(Cc3cccs3)C(=O)C3CC3)cc2c1
-1,CC1(C)CC2(CCO1)OC(=O)CC2C(=O)Nc1cccc2ccccc12 (configuration not stated)
-4,C/C(CC(=O)Nc1ccccc1Br)=N\NC(=O)C(=O)N1CCCC1
3,O=c1c2ccccc2c(-c2ccccc2)nn1Cc1c(Cl)cccc1Cl
11,CCSc1nnc(-c2cccs2)o1
3,CCOC(=O)C1=C(C)N(C)C(=S)NC1c1ccccc1Cl (configuration not stated)
13,Cc1ccc(C)n1-c1sc2c(c1C#N)CCC(C)C2 (configuration not stated)
6,O=C(Cc1ccc(Br)cc1)N1CCN(c2ccccc2O)CC1
-7,CC(C)(C)C(=O)Nc1ccnc(-c2cccnc2)n1
-11,CCOc1cc2c(C#N)c(N3CCNCC3)nc(N)c2c(N)n1
0,Cc1cc(-c2cccs2)nc(-n2cccc2)n1
11,CC(=O)c1cc(Cl)ccc1OC(=O)c1ccco1
-7,CCOC(=O)C1CN(S(=O)(=O)c2ccccc2)C1

The list goes on:
sEH activator,SMILES
-9,Cc1cccc(-c2nnn(Cc3nnc(NC(=O)c4ccccc4)s3)n2)c1
14,COC(=O)c1ccc(OCC(=O)NC(C)(C)C)cc1
2,O=C1N/C(=N\N=C\c2cccnc2)SC1Cc1ccc(SC(F)F)cc1 (configuration not stated)
12,CC(=O)N/N=C/c1cc([N+](=O)[O-])ccc1OCCOc1ccccc1
10,Cc1cccc(C(=O)O/N=C/c2c(Cl)n(C)c3ccccc23)c1
15,COc1cc(CNCCO)cc(Br)c1OCc1cccs1

In the list so far, these contain an aryl thioether with sulfur outside any ring.
sEH activator,SMILES
0,Cn1cnnc1SCC(=O)Nc1ccc(Br)cc1F
-1,Nc1cc(=O)[nH]c(SCC(=O)N2CCc3ccccc3C2)n1
-17,O=C(CSc1nc2ccc(Cl)cc2[nH]1)c1ccc2c(c1)OCO2
4,CN(C)C(=O)c1ccccc1Sc1ccc(Cl)cc1Cl
-6,COC(=O)c1ccc(SCc2cnc(Cl)s2)cc1
1,COc1cccc(/C=N/NC(=O)CSc2nnc(C)n2-c2ccccc2)c1O
1,NC(=O)c1ccc(-n2nnnc2SCC(=O)Nc2ccccc2-c2ccccc2)cc1
-6,O=C(CSc1nc2ccccc2o1)Nc1nncs1
5,CCCCSc1ccc2nc(-c3ccc(C#N)cc3)cn2c1
0,CCCCNC(=O)c1onc(CSc2cccc(F)c2)c1C(=O)O
-83,Cc1ccc(SCCC(=O)NCCSCc2ccccc2C)cc1
10,Nn1c(SCC(=O)NC(=O)NCc2ccco2)nnc1-c1ccc(OC(F)F)cc1
7,N#CCSc1nnc(Nc2ccccc2)s1
-6,O=S(=O)(c1ccc(-c2nnc(SCc3nnc(-c4ccccc4)o3)o2)cc1)N1CCCC1
-8,Cc1cccc(OCCCSc2nc3ccccc3[nH]2)c1
1,CCn1c(SCC(=O)Nc2nccs2)nnc1-c1ccc(S(=O)(=O)N2CCCCCC2)cc1
-26,Cc1cccc(NC(=O)CSc2nc3ccc(NC(=O)CSc4nnnn4-c4ccccc4)cc3s2)c1C
6,c1ccc(-c2nnc(SCc3nc4ccccc4[nH]3)o2)cc1
11,CCSc1nnc(-c2cccs2)o1
2,O=C1N/C(=N\N=C\c2cccnc2)SC1Cc1ccc(SC(F)F)cc1 (configuration not stated)

Compound activity: PubChem, Columbia University Molecular Screening Center

Only part of the results is shown; the hit share may differ from the screen's.
